Anesthetic bind: binds horse apoferritin like a general anesthetic; P02791; apoferritin/1-aminoanthracene competitive binding, fluorescence; Potency, µM (series often up to 77.5 µM), for the others: at the highest dose activity change, negative = displacement, hits mostly inhibitors; hit rate 0.074% among 350,000; AID 485281; also: potency is read from the fitted curve at half-maximal effect; % is scaled to controls: 0 for no effect and ±100 for the full control effect; nearly all actives have a fitted effect of over 20% in size
Target sequence (P02791 2-175 limits assumed): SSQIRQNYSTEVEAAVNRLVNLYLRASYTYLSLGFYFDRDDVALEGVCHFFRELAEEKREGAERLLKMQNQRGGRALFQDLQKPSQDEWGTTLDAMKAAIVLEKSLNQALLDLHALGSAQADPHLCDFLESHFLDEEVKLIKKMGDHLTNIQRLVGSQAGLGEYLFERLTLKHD
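Concentration-response curves derived by four-parameter Hill fitting of normalized fluorescence, where compounds displaced 1-AMA from 10 uM horse apoferritin following a brief 10 min room-temperature incubation; propofol titration acted as positive control.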
TRHR enhancer: allosterically enhances the human TRH receptor | P34981 | TRHR cells, fluo-8 calcium fluorescence, EC20 TRH enhancement | enhancement, % at 2 µM | hit rate 0.66% among 360,000 | AID 493056; in the data active = enhancement above about 30%; also: 0% is about no effect
Target sequence (P34981 whole entry, looked up): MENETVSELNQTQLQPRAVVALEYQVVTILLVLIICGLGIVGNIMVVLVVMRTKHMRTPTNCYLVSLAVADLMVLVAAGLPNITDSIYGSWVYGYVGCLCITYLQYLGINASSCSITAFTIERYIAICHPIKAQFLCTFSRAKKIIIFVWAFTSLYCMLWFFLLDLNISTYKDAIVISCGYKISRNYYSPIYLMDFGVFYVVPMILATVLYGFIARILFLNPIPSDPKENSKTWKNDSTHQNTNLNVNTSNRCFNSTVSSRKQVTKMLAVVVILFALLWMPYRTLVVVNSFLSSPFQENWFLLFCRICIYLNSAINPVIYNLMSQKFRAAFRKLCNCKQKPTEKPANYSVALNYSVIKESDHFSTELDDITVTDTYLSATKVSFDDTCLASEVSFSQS
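TRHR-expressing cells loaded with fluo-8 calcium dye were read kinetically (ex 480/em 530) during compound addition, then stimulated with an EC20 of TRH (10 nM final). Enhancement of the Gq-mediated intracellular calcium response was scored.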
RXFP1 antagonist: RXFP1 (human) relaxin receptor antagonism | activity change, negative = inhibition, % at 57.5 µM | hit rate 0.59% among 350,000 | AID 1259400 | HEK293-RXFP1, relaxin-stimulated cAMP HTRF, 30 min; active compounds read low;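 active = activity change of -60% or lower, but not beyond a set lower limit; inconclusive = change between -60% and -40%, or beyond the set limit; inactive = change above -40%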; also: % is scaled to controls: 0 for no effect and ±100 for the full control effect
D2 potentiator: positive allosteric modulators of human D2 dopamine receptor | P14416 | HEK293 T-REx D2, calcium flux, EC20 dopamine potentiation | potentiation, % at 10 µM | hit rate 0.34% among 340,000;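 active = potentiation over 3 SD above the plate norm, cut at about 30% in these data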; also: 0% is about no effect
Target sequence (P14416 whole entry, looked up): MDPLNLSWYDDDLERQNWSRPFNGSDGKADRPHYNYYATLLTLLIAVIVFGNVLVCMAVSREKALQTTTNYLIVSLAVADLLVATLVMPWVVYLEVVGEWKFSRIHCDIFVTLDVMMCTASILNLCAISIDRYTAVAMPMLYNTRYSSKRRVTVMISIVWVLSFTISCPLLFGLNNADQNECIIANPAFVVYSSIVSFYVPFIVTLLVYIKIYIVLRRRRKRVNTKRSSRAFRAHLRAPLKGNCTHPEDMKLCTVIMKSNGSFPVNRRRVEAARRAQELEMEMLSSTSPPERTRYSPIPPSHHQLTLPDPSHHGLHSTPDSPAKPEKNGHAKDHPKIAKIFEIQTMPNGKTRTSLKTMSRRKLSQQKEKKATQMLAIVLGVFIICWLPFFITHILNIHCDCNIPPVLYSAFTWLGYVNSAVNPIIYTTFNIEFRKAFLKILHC
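Potentiation of an EC20 dopamine calcium response measured kinetically over 180 s, after a preceding 180 s compound-only read flagging agonists. Cells: inducible Hek293 Trex D2 line, 4000/well, cultured overnight at 30 C before dye loading.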
D1 potentiator: human D1 dopamine receptor positive modulation | P21728 | HEK293 TREx D1 cells, calcium flux, dopamine EC20 potentiation | potentiation, % at 10 µM | hit rate 0.036% among 360,000; in the data active = potentiation above about 30%; also: 0% is about no effect
RXFP1 ag: activates the human relaxin receptor RXFP1; Q9HBX9; HEK293T-RXFP1 cAMP TR-FRET, 30 min; response scale: percent of porcine relaxin response, buffer zero; Potency, µM (top dose mostly 57.5 µM), for the others: at the top dose activation, usual class: activators; hit rate 0.3% among 370,000; AID 2676; also: potency is read from the fitted curve at half-maximal effect; % is scaled to controls: 0 for no effect and ±100 for the full control effect; nearly all actives have a fitted effect of over 60% in size; many of its hits are not listed in these tables
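Agonist response is measured as cAMP accumulation in an RXFP1-transfected HEK293T line under PDE4 inhibition. Values are scaled between buffer-only and 29 nM porcine relaxin, and EC50s come from standard Hill equation fits.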
TRHR ag: TRH receptor (human) agonism; hit rate 0.18% among 360,000; activation, % at 2 µM; TRHR cells, calcium flux fluo-8, FDSS agonist mode; AID 493084; in the data active = activation above about 30%; also: 0% is about no effect
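In this calcium-flux screen, cells bearing human TRHR are dye-loaded with fluo-8, baselined for 10 cycles, then exposed to library compounds; positive kinetic calcium responses during the agonist phase mark hits, with TRH as control.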
D1 ag: agonists of human D1 dopamine receptor; P21728; HEK293 T-REx D1 cells, calcium flux, agonist mode; activation, % at 2 µM; hit rate 1% among 360,000; AID 504660; in the data active = activation above about 30%; also: 0% is about no effect
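Tetracycline-induced HEK293 TREx D1 cells, force-coupled to calcium signalling, were dye-loaded with a no-wash calcium kit. Compound was pin-added after a 10 s baseline. Fluorescence was read kinetically at 1 cycle/s for 180 s, with calcium rises flagged as agonism.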
D1 antagonist: human D1 dopamine receptor antagonism; P21728; HEK293 TREx D1 cells, calcium flux, dopamine EC80; active compounds read low; activity change, negative = inhibition, % at 10 µM; hit rate 3.2% among 360,000; AID 504652; in the data active = activity change below about -30%; also: % is scaled to controls: 0 for no effect and ±100 for the full control effect
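Compound effects on dopamine-evoked calcium signalling were measured in tetracycline-induced HEK293 Trex D1 cells. Dopamine at EC80 followed a 180 s compound pre-read, and fluorescence was tracked kinetically for 180 s more.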
The depositor's hits bear a star; ? = inconclusive; / = not tested or not shown; & = joins results of further samples; [ ] = remark or other dose. Unless noted, calls follow the shape of the dose curve; as a rule, active = well fitted curve in the direction sought with a large enough effect; inconclusive = small, poorly fitted or top-dose-only effect, or another doubt; inactive = no such curve, though single readings can be large; an effect the other way counts as inactive or inconclusive. These rows are one share of the data; the hit share may differ from the screen's.

Order of results: TRHR enhancer	D2 potentiator	Anesthetic bind	D1 potentiator	TRHR ag	D1 antagonist	D1 ag	RXFP1 antagonist	RXFP1 ag
NC(=O)c1ccc(SCC(=O)OCC(=O)NC2CCCCCCC2)c([N+](=O)[O-])c1
→ -1.8	4.2	/	-5.0	-0.7	-8.9	-0.4	-2.9	4.0%
O=C(CSc1nnc2[nH]c(=O)cc(-c3ccccc3)n12)Nc1ccc(OC(F)(F)F)cc1
→ 1.2	0.4	-9.9%	-1.1	0.0	/	1.1	-9.8	5.3%
Cc1ccc(NC(=O)c2ccc(OCc3c(C)noc3C)cc2)c(C)c1
→ -1.5	/	/	/	0.0	-9.2	10.0	-0.6	0.0%
Cc1ccc(S(=O)(=O)N2CCN(C(=O)CCc3c[nH]c4ccccc34)CC2)c(C)c1
→ 2.9	22.4	/	0.3	-0.1	-7.1	1.6	-4.7	0.4%
CC(=O)N1CCCc2cc(S(=O)(=O)N3CCCC(C(=O)Nc4cccc(Cl)c4C)C3)ccc21 (configuration not stated)
→ -14.6	11.4	-2.2%	-5.2	0.2	-44.1*	1.6	-5.1	1.4%
Cn1cc(/C=C(\C#N)C(=O)Nc2ccccc2O)c2ccccc21
→ 8.0	16.6	-7.5%	-2.8	6.0	-10.5	10.3	-27.5	0.3%
CC1(C)NC(=O)N(CCCCOc2ccc3ccccc3c2Cl)C1=O
→ 6.7	-3.9	-13.7%	-3.3	0.9	-17.7	10.8	15.5	0.2%
Cc1cccc(C)c1NC(=O)CNc1ncnc2sc(C)c(C)c12
→ 6.2	-4.1	2.0%	-5.5	-0.4	-5.7	4.8	-7.5	0.1%
C/C(=N\NC(=O)Cc1c(Cl)cccc1Cl)c1cccnc1
→ 1.2	-15.6	-2.7%	4.5	0.9	41.1	6.9	-4.9	0.1%
COc1ccc(CNCc2cccc(Cl)c2)cc1
→ 3.9	-22.6	-11.9%	-8.3	3.8	-0.7	14.2	10.5	2.2%
COc1cc(OC)cc(C2=NCCN2)c1
→ -5.8	-0.5	-3.3%	-6.8	0.7	6.9	4.4	1.7	-0.3%
O=C(COc1ccc2ccc(=O)oc2c1)NCC(O)c1ccccc1 (configuration not stated)
→ 28.0	5.3	-0.2%	-3.9	-0.5	1.2	1.0	1.3	0.3%
Cc1ccc(-c2cc3nc(-c4ccccc4)cc(N4CCOCC4)n3n2)cc1
→ -3.0	3.2	-6.0%	-4.8	-1.3	-4.6	-1.2	2.7	10.8%
CS(=O)(=O)N(CC(=O)NCC1CCCO1)c1cc(Cl)cc(Cl)c1 (configuration not stated)
→ -1.2	10.1	4.3%	-3.2	-0.2	-49.9*	2.4	18.1	1.3%
Cc1ccc(C(=O)O)cc1NC(=O)c1nsc2ccccc12
→ -1.1	-9.8	-0.7%	-1.7	-0.5	-19.2	3.5	-5.5	0.4%
CCOC(=O)C1CCN(C(=O)CSc2n[nH]c(-c3ccccc3Cl)n2)CC1
→ 3.4	0.2	?	-0.9	-0.4	-3.0	-1.4	-25.3	5.7%
CC(C)Oc1ccc(C(=O)O)c(C(=O)O)c1
→ 3.4	26.7	-4.3%	10.9	-0.1	-1.8	1.8	10.1	0.3%
Cc1cccc(NC(=O)CCc2nnc3ccc(N4CCC(C)CC4)nn23)n1
→ -0.2	4.9	-5.6%	5.5	-0.9	7.3	10.4	-9.2	3.6%
Cc1c2c(nc3c(C(=O)NC4CCCCC4C)cnn13)CCCC2 (configuration not stated)
→ 14.8	0.6	?	7.2	-0.1	27.9	1.1	/	10.9%
COC(=O)C1CCN(C(=O)COC(=O)c2ccc(=O)n(Cc3ccccc3)n2)CC1
→ 1.4	12.9	/	4.5	0.1	3.7	3.0	-7.2	1.6%
COC(=O)C1CCN(S(=O)(=O)CCNC(=O)c2ccc3c(c2)OCO3)CC1
→ -3.1	10.4	/	-7.0	0.1	0.4	0.5	-4.7	-0.2%
CSC(=NC#N)N1CCN(C(c2ccccc2)c2ccccc2)CC1
→ -3.6	-16.2	4.1%	1.1	0.4	-10.0	2.2	-7.7	-3.8%
CCc1nn(-c2ccccc2)c2nc(-c3ccc(O)cc3)c3cc(OC)c(OC)cc3c12
→ 4.1	-6.8	-8.9%	0.3	-0.5	6.0	2.4	-7.7	1.5%
Cc1ccc(C)c(CN2C(=O)COc3ccccc32)c1
→ 0.0	/	-23.4%	-0.3	-2.3	-0.6	2.0	-21.8	-1.9%
CC(O)CNCc1ccc(-c2ccccc2)cc1 (configuration not stated)
→ -4.1	-1.2	?	-2.7	1.3	1.1	13.0	-4.4	1.6%
COc1ccc(OC)c(S(=O)(=O)N2CC=C(c3c(C)n(CC(=O)N4CCCC4)c4ccccc34)CC2)c1
→ -0.3	-1.3	-6.0%	-2.3	0.4	-1.0	0.7	-8.3	0.2%
COc1ccc(C(=O)Nc2cc(C(=O)c3ccccc3)c(C)oc2=O)cc1
→ 9.1	2.5	?	-0.8	0.1	0.4	1.3	-23.9	0.6%
Cc1c(NC(=O)Nc2ccc(Cl)c(C(F)(F)F)c2)c(=O)n(-c2ccccc2)n1C
→ 10.9	-8.3	-4.5%	-3.8	-0.5	8.9	0.6	-19.3	1.0%
CN1CCN(C(=O)C23CC4CC(C2)CC(c2ccccc2)(C4)C3)CC1
→ -7.6	-13.3	-6.0%	2.1	1.3	-0.1	4.2	5.3	-2.2%
Cc1cccc(NC(=O)Nc2cccc(Oc3c(F)c(F)c(F)c(F)c3F)c2)c1
→ -3.8	-3.3	-4.7%	-0.2	0.7	-22.7	6.2	-14.0	0.0%

Reprinted from the part before: 2 compounds; new compounds follow.
Order of results: TRHR enhancer	D2 potentiator	Anesthetic bind	D1 potentiator	TRHR ag	D1 antagonist	D1 ag	RXFP1 antagonist	RXFP1 ag
CN1CCN(C(=O)C23CC4CC(C2)CC(c2ccccc2)(C4)C3)CC1
→ -7.6	-13.3	-6.0%	2.1	1.3	-0.1	4.2	5.3	-2.2%
Cc1cccc(NC(=O)Nc2cccc(Oc3c(F)c(F)c(F)c(F)c3F)c2)c1
→ -3.8	-3.3	-4.7%	-0.2	0.7	-22.7	6.2	-14.0	0.0%
CCc1ccc2[nH]c(=O)c(CN(Cc3ccco3)C(=S)NCC3CCCO3)cc2c1 (configuration not stated)
→ -6.8	-6.3	-12.2%	0.2	-0.2	10.4	2.2	-18.0	0.2%
COc1ccc(-n2cccc2/C=C2\C(=N)N3N=C(C(C)C)SC3=NC2=O)cc1
→ 4.7	4.3	?	-1.9	-0.3	10.0	-0.2	-20.7	-0.9%
CCOC(=O)c1c(C)[nH]c(C)c1C(=O)CN1C(=O)NC2(CCCCCC2)C1=O
→ 20.4	-3.1	/	-1.2	-0.4	-13.7	2.1	-4.0	0.0%
CCOC(=O)Cc1csc(NC(=O)/C=C/c2cccc(Br)c2)n1
→ 0.7	2.5	-13.8%	-6.5	-0.5	-25.8	10.9	-26.6	0.0%
CCCN1Cc2cccc(C(=O)Nc3ccc(-c4nc5ccccc5[nH]4)cc3)c2C1=O
→ -4.8	-5.1	-0.8%	-7.5	-0.2	-9.6	4.7	1.3	0.8%
CCN1C(=O)CSC1=Nc1ccc(Cl)c(Cl)c1
→ -6.9	-4.6	?	1.1	-0.4	19.7	7.4	-3.6	0.1%
CS(=O)(=O)N1CCC(C(=O)NCCC2=CCCCC2)CC1
→ 5.6	-1.0	-4.5%	-2.2	-0.4	-13.3	6.7	6.0	0.0%
CCOc1ccc(NC(=O)CN(C)C(=O)CSCc2ccc(C)cc2)cc1OCC
→ 0.5	0.0	/	-1.8	2.3	4.4	1.7	-24.5	-1.5%
Cc1ccc(NC2(c3ccccc3)C(=O)c3ccccc3C2=O)cc1F
→ -3.9	-4.5	-20.8%	-1.6	-0.4	-5.4	2.4	-18.1	-0.2%
CCOc1ccc(OCCSc2ccc(S(=O)(=O)N3CCN(C)CC3)cn2)cc1
→ -7.8	-1.1	/	-6.9	-0.2	-26.3	13.6	-12.9	-1.8%
COc1cc(-c2nnc(SCCOc3cc(C)cc(C)c3)o2)cc(OC)c1OC
→ 2.3	-0.5	39.9%[activator]	-2.8	-0.3	0.9	2.7	/	2.2%
O=C(CCn1c(=S)[nH]c2cc3c(cc2c1=O)OCO3)N1CCc2ccccc2C1
→ 26.6	-0.1	-15.3%	-2.1	0.5	-1.6	-0.5	/	-0.6%
COC(=O)C1=C(C)N(CC2CC2)C(=NCc2cccc(Cl)c2)N[C@H]1c1ccccc1
→ 7.1&-2.4	-8.7	-5.3%&-20.8%	2.6&0.8	0.3&1.1	3.3&-8.3	0.8&10.5	/	0.3%&-1.1%
Cc1ccc(CSc2nc3ccncc3n2Cc2nc(-c3ccc(Cl)cc3)oc2C)cc1
→ 17.1	22.8	2.9%	0.9	0.8	10.8	4.8	/	2.6%
COc1ccc(Nc2ncc3c(n2)CC(c2ccc(C)cc2)CC3=O)cc1 (configuration not stated)
→ 5.4	20.7	-6.0%	-5.2	0.3	0.9	0.9	4.5	-0.4%
CC(=O)c1ccccc1NC(=O)COC(=O)Cc1cccc(C(F)(F)F)c1
→ 3.4	-5.4	/	2.8	1.3	-3.7	23.3	-2.9	-2.0%
Cc1cc(C)cc(C(=O)NCC(=O)N2CCN(C(c3ccccc3)c3ccccc3)CC2)c1
→ 2.7	9.1	-0.6%	-2.7	-0.3	-5.0	3.1	-19.0	0.0%
COc1ccc2c(COC(=O)[C@@H]3CCCN3S(=O)(=O)c3ccc(Cl)cc3)cc(=O)oc2c1
→ 5.4	-2.0	/	-5.0	0.3	-0.3	3.4	0.4	1.2%
FC(F)(F)c1cc(-c2cccs2)nc(-n2cc(Br)cn2)n1
→ 2.4	2.1	?	2.4	0.9	4.0	1.3	-25.1	3.9%

Some of these compounds in order of their number in D1 ag, falling.
mol	TRHR enhancer	D2 potentiator	D1 potentiator	TRHR ag	D1 antagonist	D1 ag	RXFP1 antagonist	RXFP1 ag
CCN1C(=O)CSC1=Nc1ccc(Cl)c(Cl)c1	-6.9	-4.6	1.1	-0.4	19.7	7.4	-3.6	0.1%
CCCN1Cc2cccc(C(=O)Nc3ccc(-c4nc5ccccc5[nH]4)cc3)c2C1=O	-4.8	-5.1	-7.5	-0.2	-9.6	4.7	1.3	0.8%
COc1ccc2c(COC(=O)[C@@H]3CCCN3S(=O)(=O)c3ccc(Cl)cc3)cc(=O)oc2c1	5.4	-2.0	-5.0	0.3	-0.3	3.4	0.4	1.2%

Screening results: PubChem BioAssay, National Center for Advancing Translational Sciences (NCATS)
